# Bioassay records: PubChem, National Center for Advancing Translational Sciences (NCATS)
# DT40 TDP1 no CPT – qHTS for Inhibitors of human tyrosyl-DNA phosphodiesterase 1 (TDP1): qHTS in cells in absence of CPT. AID 686978, 2013. DT40 Tdp1-/- hTDP1 cells, no CPT, ATP luminescence, 48 h. Potency, µM (top dose mostly 46.2 µM), without a hit: top-dose activity change, negative = growth inhibition, most hits filed as inhibitors. hit rate 15% among 420,000; note: nearly all actives have a fitted effect of over 55% in size
#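 Compound effects on proliferation are scored in DT40 Tdp1-/-;hTDP1 cells in the absence of CPT. ATP levels (CellTiter-Glo luminescence) are recorded after a ≥48 hr, 37 °C incubation.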
# N370S GC mod – N370S glucocerebrosidase modulation, Gaucher chaperone candidate; P04062; N370S GC spleen homogenate, 4MU-glucoside fluorescence; Potency, µM (highest dose often 59.4 µM), for the others: top-dose activity change, negative = inhibition, hits mostly inhibitors; hit rate 0.092% among 330,000;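 note: 0% = full enzyme activity and -100% = no enzyme basal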
# TDP1 block – TDP1 (human) enzyme inhibition. Q9NUW8. recombinant TDP1, AlphaScreen DNA substrate cleavage. Potency, µM (doses to about 130 µM), for inactives: at the highest dose activity change, negative = inhibition, usual class: inhibitors. hit rate 0.28% among 350,000. AID 485290; note: nearly all actives have a fitted effect of over 40% in size
# Target sequence (Q9NUW8 whole entry, looked up): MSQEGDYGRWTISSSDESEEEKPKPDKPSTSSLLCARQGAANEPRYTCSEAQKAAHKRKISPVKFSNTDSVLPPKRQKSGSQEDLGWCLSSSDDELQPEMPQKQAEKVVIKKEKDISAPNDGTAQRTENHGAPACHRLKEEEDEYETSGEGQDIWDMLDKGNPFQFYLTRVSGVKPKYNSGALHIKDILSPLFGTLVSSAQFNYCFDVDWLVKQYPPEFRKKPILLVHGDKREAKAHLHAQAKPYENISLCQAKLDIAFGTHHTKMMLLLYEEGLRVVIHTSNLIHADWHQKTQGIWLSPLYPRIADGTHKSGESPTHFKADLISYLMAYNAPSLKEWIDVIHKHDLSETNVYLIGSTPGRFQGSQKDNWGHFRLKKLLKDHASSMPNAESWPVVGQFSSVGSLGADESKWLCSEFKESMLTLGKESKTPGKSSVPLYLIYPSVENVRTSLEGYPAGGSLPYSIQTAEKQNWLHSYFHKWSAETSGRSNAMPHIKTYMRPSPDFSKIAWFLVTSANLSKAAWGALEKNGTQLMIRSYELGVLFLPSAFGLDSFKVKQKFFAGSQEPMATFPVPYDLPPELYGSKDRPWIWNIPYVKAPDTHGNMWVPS
#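 Enzyme-compound mixtures sat 15 min at room temperature, followed by a 5 min reaction with 15 nM final substrate and 10 min with AlphaScreen beads. Recombinant human Tdp1 was used at 1 nM final.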
# An asterisk follows results filed as active; u = inconclusive; x = not tested or not shown; & = joins results of further samples; [ ] = remark or other dose. Calls come from the whole dose curve; as a rule, active = well fitted curve in the direction sought with a large enough effect; inconclusive = small, poorly fitted or top-dose-only effect, or another doubt; inactive = no such curve, though single readings can be large; an effect the other way counts as inactive or inconclusive. Unless noted, % is set by controls: 0 for no effect and ±100 for the full control effect; potency is the fitted concentration of half-maximal effect. This is a subset. The share of hits here may be higher or lower than overall.
SMILES,DT40 TDP1 no CPT,N370S GC mod,TDP1 block
Oc1c(C=C2N=c3ccccc3=N2)sc(=S)n1-c1ccccc1,u,9%,5%
CCN(CC)CCCNc1cc(-c2ccccc2)nc(C)n1,3%,x,-4%
COCCSc1nnc(NC(=O)C2CCN(C(=O)c3ccco3)CC2)s1,-3%,0%,x
N=C1S/C(=C\c2ccco2)C(=O)N1c1ccc2c(c1)OCO2,u,-1%,0%
O=C(c1cccc(F)c1)N1CCC2(CC1)CN(c1ccccc1)C2,16µM*,5%,x
COc1ccccc1N1CCN(C(c2cccs2)c2nnnn2C2CCCC2)CC1 (stereo not given),u,5%,12%
CC(=O)Cn1ncc(Br)c(Br)c1=O,5.2µM*,5%,3%
CC(=O)Nc1ccc(CN2CCCC(C(=O)c3cccc(C(F)(F)F)c3)C2)cc1 (stereo not given),u,-9%,x
O=C(NCCCN1CCCC1=O)C1CCN(S(=O)(=O)c2cccc(Cl)c2Cl)CC1,8%,x,1%
COc1ccc(S(=O)(=O)N2CCOCC2)cc1NC(=O)c1cc2c(s1)CCCC2,2%,-10%,-3%
Cc1cccc(NC(=O)CN2C(=O)S/C(=C\c3ccc(O)c([N+](=O)[O-])c3)C2=O)c1,-28%,-15%,x
COc1cccc(NC(=S)NCc2cccs2)c1,u,1%,2%
Cc1ccc(OCC(=O)N(C)CC(=O)Nc2ccccc2Cl)c([N+](=O)[O-])n1,2%,x,-16%
Cc1ccc(C(=S)N2CCN(Cc3ccccc3)CC2)s1,u,3%,-5%
COCCNC(=O)C(=O)NCC(c1ccc2c(c1)OCO2)N1CCN(c2ccc(F)cc2)CC1 (stereo not given),1%,-3%,5%
COc1ccc(NC(=O)C(=O)Nc2cccc3ccccc23)c(OC)c1,3%,-5%,x
O=C(Cn1c(=O)n(Cc2ccc3c(c2)OCO3)c(=O)c2oc3ccccc3c21)Nc1ccccc1F,-16%,x,3%
N#Cc1c(SCC(=O)Nc2nc3ccc(Br)cc3s2)sc2c(O)cc(=O)[nH]c12,14%,-13%,x
Cc1ccc2c(CN(C)Cc3cccc(F)c3)cc(=O)oc2c1,7%,22%,x
CCCCC(=O)N1CCCC(C)C1 (stereo not given),-18%,7%,-3%
Cc1ccc(S(=O)c2ccc(C)cc2)cc1,-18%,-11%,2%
CC(=O)C1=C(C)NC(=O)NC1c1ccc(OC2CCCC2)cc1 (stereo not given),-11%,8%,4%
COC(=O)Cc1ccc(O)c(N)c1,u,7%,-5%
CC(C)c1ccc(CNc2ccc(N3CCOCC3)cc2)cc1,u,-11%,15%
COc1ccc(N2CCN(c3oc(-c4ccccc4C)nc3S(=O)(=O)c3ccccc3)CC2)cc1,9.2µM*,x,4%
Cn1ncc(N=Cc2ccccc2)c1C(=O)Nc1cccc(Cl)c1,18µM*,0%,6%
Cc1ccc(NC(=O)CSC2=Nc3ccccc3C3CC=NN23)c(C)c1 (stereo not given),21µM*,4%,7%
COc1cc(NC(=O)c2ccc(CNc3c(N4CCOCC4)c(=O)c3=O)cc2)cc(OC)c1,-8%,-2%,0%
CC(C)c1ccc(NC(=O)[C@H]2CSCN2C(=O)[C@@H]2CCC(=O)N2)cc1,5%,-2%,0%
O=C(c1cccnc1)n1nc(-c2ccco2)nc1NCc1cccs1,4%,13%,3%
O=C(COc1ccc2c(c1)OCO2)Nc1nccs1,-25%,-18%,2%[0.0935 µM]
O=C(NC1CCN(Cc2ccccc2)CC1)C1CCN(S(=O)(=O)c2cccc3cccnc23)CC1,15µM*,-4%,5%
CCSc1nnc(Cc2cc(=O)[nH]c(=O)[nH]2)n1-c1cccc(C)c1,-1%,5%,x
Cc1nc(NC(C)C)c2cnn(CCc3ccccc3)c2n1,u,1%,0%
O=C(NCCCNC(=O)c1ccccn1)c1ccccn1,-6%,-1%,7%
Cc1cc(F)ccc1NC(=O)c1cc(S(=O)(=O)N2CCCC2)cn1C,-8%,-10%,x
CCNC(C(=O)c1c[nH]c2c(CC)cccc12)c1ccccc1 (stereo not given),u,-8%,4%
Cc1ccc(-n2nc3c(c2NC(=O)c2ccco2)CS(=O)C3)cc1 (stereo not given),-37%,3%,6%
COc1cccc(-c2nc(CSCC(=O)N3CCc4ccccc43)c(C)o2)c1,-8%,9%,3%
O=C(NCc1ccc(OC(F)(F)F)cc1)c1cccc2c1C(=O)c1ccc(N3CCCCC3)cc1S2(=O)=O,-14%,x,1%
Cc1ccc(NC(=O)COC(=O)COc2ccc(Cl)cc2C)c([N+](=O)[O-])c1,-12%,-19%,10%
O=c1[nH][nH]c(=S)n1-c1ccccc1C(F)(F)F,x,1%,5%
CCCCCc1cc(=O)c2ccccc2o1,-7%,x,-1%
CCC(C)NC(=O)C1CCN(c2nc(C)cc(C)n2)CC1 (stereo not given),-18%,3%,-1%
COc1ccc(C(=O)N2N=C(c3cccc(OC)c3)CC2(O)C(F)(F)F)cc1 (stereo not given),23µM*,u,3%
Cc1ccc(NC(=O)Nc2nnc(N3CCCC3)s2)cc1,-7%,x,9%
CCOC(=O)CN1C(=O)C(=O)N(Cc2ccccc2)C1=O,17%,-15%,x
CC(SC1=NCCS1)C(=O)Nc1nnc(-c2ccc(F)cc2)s1 (stereo not given),-22%,2%,7%
Cc1cc(C)n2nc(SCC(=O)N(C)c3ccccc3)nc2n1,-8%,4%,3%
COc1ccc(-n2c3c(c(=O)[nH]c2=O)C(NC(C)=O)(C(F)(F)F)C(=O)N3)cc1 (stereo not given),3%&5%,1%,2%&12%
Cc1cc(C)cc(-n2ncc3c2CCCC3NC(=O)C2CCC2)c1 (stereo not given),0%,-2%,1%
Cc1ccc(-c2csc(N(CCc3ccccc3)C(=O)COc3ccccc3)n2)cc1,u,9%,4%
CC1CCCN(c2nc(NCc3ccco3)nc(N)c2[N+](=O)[O-])C1 (stereo not given),u,-7%,6%
O=C(Cn1c(=O)nc(-c2ccccc2)c2ccccc21)Nc1cccc(C(F)(F)F)c1,2%,x,4%
CCOC(=O)Cc1csc(NC(=O)c2ccc(C)o2)n1,-7%,-2%,1%
COc1ccc2[nH]c3c(=O)n(CCCCC(=O)N4CCCC4)c(=S)[nH]c3c2c1,-22%,-9%,0%
CC(C)(C)C1CCC(=NNC(=O)CN(c2ccccc2)S(C)(=O)=O)CC1 (stereo not given),-5%,-12%,-4%
O=C(O)c1ccc(Nc2ccc(F)c(F)c2)c([N+](=O)[O-])c1,9%,-1%,x
COc1ccc(-c2nc(C(N)=O)c3[nH]c(=O)n(-c4cccc(Cl)c4)c3n2)cc1OC,21µM*,4%,5%
COc1cc(CNc2ccc3[nH]c(=O)[nH]c3c2)cc(Cl)c1OCc1ccccc1F,8.2µM*,x,4%
# The list continues.
SMILES,DT40 TDP1 no CPT,N370S GC mod,TDP1 block
CCCC(=O)Nc1cc(-c2nn(C)c(=O)c3ccccc23)ccc1N1CCOCC1,-4%,-1%,5%
Cc1cc(C)c(NC(=O)Cc2ccc(-n3cccc3)cc2)c(C)c1,0%,-12%,3%
O=S(=O)(c1ccccc1F)N1CCN(c2nc3ccccc3s2)CC1,5%,u,6%
CCc1nc2sc3ccccc3c(=O)c2c(=O)n1CCOC,u,14%,8%
O=C(NCCN1CCOCC1)c1cc(-c2ccc(Br)cc2)on1,-5%,-2%,5%
CCOc1ccc(NC(=S)NCc2nc3ccccc3[nH]2)cc1,-11%,3%,10%
N#Cc1c(N)n[nH]c1CCCN,-7%,-5%,0%
O=C(NCC1(c2ccccc2)CCCC1)c1ccc(Br)o1,23µM*,9%,5%
CC1=C(C(=O)OC(C)C)C(c2cccs2)N2C(=O)C(C)SC2=N1 (stereo not given),-37%,-5%,12%
Cc1ccc(Cn2nc(C)c3cc(C(=O)OCC(N)=O)sc32)cc1,-9%,-2%,0%
Nc1ncnc2c1ncn2[C@@H]1O[C@H](COP(=O)(O)O)[C@@H](O)[C@@H]1O,x,11%[21.6 µM],5%[21 µM]
CCOc1ccc(CCNC(=O)CCSCc2ccc(Cl)cc2)cc1OCC,23µM*,x,-5%
O=C(CN1CCN(Cc2ccccc2)CC1)N1CCCc2c1c(=O)oc1ccc(O)cc21,u,-8%,4%
CC(C)(C)C(=O)NNC(=O)c1ccc(Oc2cc(Cl)cc(Cl)c2)o1,u,1%,x
Cc1ccc(C(=O)NCC(=O)N2CCN(c3ccccc3)CC2)cc1,6%,-9%,x
COCCCNC(=O)C1CCC(=O)N(c2ccc3c(c2)OCO3)C1c1ccc(OC)cc1 (stereo not given),7%,-2%,x
C/C(=C\c1ccco1)C1Nc2cccc3cccc(c23)N1,x,-2%,-3%
O=C(c1ccco1)N(c1ccccn1)c1ccccn1,0%,0%,5%
CCN(C(=O)c1cc2c(Cl)nc3ccccc3c2s1)c1cccc(Cl)c1,u,x,3%
CN(C)S(=O)(=O)N1CCN(S(=O)(=O)N2CCOCC2)CC1,-3%,-7%,0%

# Arranged by formula weight (rising): some entries from above.
SMILES,DT40 TDP1 no CPT,N370S GC mod,TDP1 block
O=C(c1ccco1)N(c1ccccn1)c1ccccn1,0%,0%,5%
C/C(=C\c1ccco1)C1Nc2cccc3cccc(c23)N1,x,-2%,-3%
CCc1nc2sc3ccccc3c(=O)c2c(=O)n1CCOC,u,14%,8%
Cc1cc(C)c(NC(=O)Cc2ccc(-n3cccc3)cc2)c(C)c1,0%,-12%,3%
CCOc1ccc(NC(=S)NCc2nc3ccccc3[nH]2)cc1,-11%,3%,10%
Cc1ccc(C(=O)NCC(=O)N2CCN(c3ccccc3)CC2)cc1,6%,-9%,x
CN(C)S(=O)(=O)N1CCN(S(=O)(=O)N2CCOCC2)CC1,-3%,-7%,0%
O=C(NCC1(c2ccccc2)CCCC1)c1ccc(Br)o1,23µM*,9%,5%
CC1=C(C(=O)OC(C)C)C(c2cccs2)N2C(=O)C(C)SC2=N1 (stereo not given),-37%,-5%,12%
CC(C)(C)C(=O)NNC(=O)c1ccc(Oc2cc(Cl)cc(Cl)c2)o1,u,1%,x
O=S(=O)(c1ccccc1F)N1CCN(c2nc3ccccc3s2)CC1,5%,u,6%
O=C(NCCN1CCOCC1)c1cc(-c2ccc(Br)cc2)on1,-5%,-2%,5%
CCN(C(=O)c1cc2c(Cl)nc3ccccc3c2s1)c1cccc(Cl)c1,u,x,3%
O=C(CN1CCN(Cc2ccccc2)CC1)N1CCCc2c1c(=O)oc1ccc(O)cc21,u,-8%,4%
COCCCNC(=O)C1CCC(=O)N(c2ccc3c(c2)OCO3)C1c1ccc(OC)cc1 (stereo not given),7%,-2%,x

# Sorted by length of the SMILES (low to high): three of the compounds above.
SMILES,DT40 TDP1 no CPT,N370S GC mod,TDP1 block
N#Cc1c(N)n[nH]c1CCCN,-7%,-5%,0%
Cc1ccc(Cn2nc(C)c3cc(C(=O)OCC(N)=O)sc32)cc1,-9%,-2%,0%
CC1=C(C(=O)OC(C)C)C(c2cccs2)N2C(=O)C(C)SC2=N1 (stereo not given),-37%,-5%,12%

# Other compounds follow.
SMILES,DT40 TDP1 no CPT,N370S GC mod,TDP1 block
CCC1CCCCN1CCCNC(=O)CN1C(=O)c2cccnc2Oc2ccc(C)cc21 (stereo not given),26%&0%,-4%,4%&5%
Cc1ccc(C(=O)N2CCCC(CCC(=O)N3CCN(c4ccccn4)CC3)C2)cc1 (stereo not given),u,1%,10%
O=C(NCc1cccs1)C1CCCN1C(=O)Nc1cccc(F)c1 (stereo not given),-1%,2%,-1%
Cc1ccc(Cn2cc(/C=C(/C#N)C(=O)Nc3cccc(Cl)c3)c3ccccc32)cc1,u,x,-4%[12.3 µM]
O=C(Cc1ccc(NC2=NC3CS(=O)(=O)CC3S2)cc1)NCc1ccccc1Cl (stereo not given),9%,0%,x
Cc1cc(NS(=O)(=O)c2ccc(NC(=O)C(C)Oc3ccc4c(C)cc(=O)oc4c3)cc2)no1 (stereo not given),-1%,2%,5%
CCOC(=O)C1CCN(C(=O)Cn2c(=O)cc(C)c3c(C)nn(C)c32)CC1,18µM*,x,1%
CC(=O)Nc1cccc(NC(=O)CSc2ccc3nnc(CCNC(=O)c4ccccc4)n3n2)c1,0%,-8%,3%
COc1cccc(-c2nc(CS(=O)(=O)CC(=O)NC3CCC(C)CC3)c(C)o2)c1 (stereo not given),u,4%,5%
CCOC(=O)c1ccccc1NC(=O)c1cn(-c2ccc(C)c(C)c2)c(=O)c2ccccc12,u,15%,2%
O=C(c1cnccn1)N1CCC[C@@]2(CCN(c3ccncc3)C2)C1,-4%,16%,x
O=C(c1ccncc1)N1CCC2(CC1)CCN(c1ccccn1)CC2,u,6%,x
CN1c2ccc(Cl)cc2-c2nc(SCC(=O)NCc3ccccc3)ncc2S1(=O)=O,u,x,-3%
N#CC1=C(N)NC(SCC(=O)c2ccccc2)=C(C#N)C12CCCC2,u,10%,-5%
